Compound activity as filed in PubChem BioAssay.
All columns: NCI-60 one-dose screen, growth in % after 48 h at 10 µM unless noted; 100 = growth as untreated, 0 = no growth, -100 = all killed.
MDA-MB-231: MDA-MB-231 breast cancer. 5% of 81,000 active. AID 1794789
MDA-MB-435: MDA-MB-435 melanoma. 7.8% of 82,000 active
MCF7: MCF7 breast cancer. 6.3% of 82,000 active. AID 1794796
MDA-MB-468: MDA-MB-468 breast cancer; AID 2202374; 8.5% of 78,000 active
K-562: K-562 leukemia. 7.4% of 78,000 active. AID 1794777
RPMI-8226: RPMI-8226 leukemia cells | 7.5% of 77,000 active
MOLT-4: MOLT-4 leukemia cells; AID 1794779; 6.9% of 80,000 active
SR: SR leukemia cells | 8.7% of 73,000 active | AID 1794780
An asterisk follows results filed as active; . = no result given; & = joins results of further samples; [ ] = remark or other dose. How the source made its calls: active means growth percent below 10; inactive means the rest.

1. O=C1Nc2ccc(Cl)cc2C12Nc1cc(Cl)ccc1S2 (stereo not drawn)
2. CCN1CCN(C(=O)[C@]2(C)CC[C@]3(C)CC[C@]4(C)C(=CC(=O)[C@@H]5[C@@]6(C)CCC(=O)C(C)(C)[C@@H]6CC[C@]54C)[C@@H]3C2)CC1
3. CC/C=C\C[C@H](O)C/C=C1/C(=O)C(Cl)=C[C@@H]1C/C=C\CCCC(=O)O
4. COC(=O)c1nccnc1N
5. CN1Cc2cccc(N3CCNCC3)c2C[C@@H]1CN(C)[C@H]1CCCc2cccnc21
6. O=c1[nH]c2ccc(Cl)cc2cc1CSc1ccc(Nc2nccc(-c3ccc(Cl)cc3)n2)cc1

Compound,1,2,3,4,5,6
MDA-MB-231,83,81,43,112&105,96,47
MDA-MB-435,91,61,19,116&105,103,47
MCF7,43,43,26,98&105,92,5.5*
MDA-MB-468,.,32,41,102&91,91,-20*
K-562,39,25,3.7*,109&103,87,59
RPMI-8226,44,50,15,100&98,107,73
MOLT-4,38,32,41,101,100,46
SR,.,30,11,103,99,54

7. N#Cc1nc(Cc2cccc3ccccc23)oc1N1CCN(C(c2ccccc2)c2ccccc2)CC1
8. CC[C@H](CC[C@@H](C)[C@H]1CC[C@H]2[C@@H]3CC(=O)C4=CC(=O)/C(=C/c5ccc([N+](=O)[O-])cc5)C[C@]4(C)[C@H]3CC[C@]12C)C(C)C
9. COc1ccc(C(=O)c2c(C(=O)O)ccc3ccccc23)cc1
10. Cc1nc2ccccc2nc1SCc1nnc(Nc2ccc(Cl)cc2)o1
11. COc1ccc([C@H]2[C@H](C(=O)Nc3cc(Br)ccn3)c3ccccc3C(=O)N2c2ccccc2)cc1
12. COc1cccc(C(=O)OCC(O)C(=O)NC23CC4CC(CC(C4)C2)C3)c1 (stereo not drawn)

Compound,7,8,9,10,11,12
MDA-MB-231,92,98,101,46,86,93
MDA-MB-435,102,94,105,64,94,98
MCF7,86,85,91,68,94,89
MDA-MB-468,112,104,104,76,101,88
K-562,78,81,111,52,.,99
RPMI-8226,76,84,104,34,75,101
MOLT-4,79,84,96,81,63,95
SR,89,84,99,21,55,89

13. CC(=O)Nc1ccc(F)cc1
14. CC(CNC(Cc1ccccc1)c1ccccc1)NC(Cc1ccccc1)c1ccccc1 (stereo not drawn)
15. O=C1CN(/N=C/c2ccc(-c3ccc([N+](=O)[O-])cc3)o2)C(=O)N1
16. C[C@H]1[C@H](C)CC[C@]2(C(=O)NCC#CCN3CCN(C)CC3)CC[C@]3(C)C(=CC[C@@H]4[C@@]5(C)Cc6c([nH]c7ccccc67)C(C)(C)[C@@H]5CC[C@]43C)[C@H]12
17. CCOc1ccc(N2C(=O)N(c3ccc(OC)cc3)C(=O)C2=S)cc1
18. CCCCNC(=S)Nc1ccc(OCc2nc3ccc(Cl)cc3[nH]2)cc1

Compound,13,14,15,16,17,18
MDA-MB-231,101,17,94,64,99,11
MDA-MB-435,99,63,100,52,104,29
MCF7,100,8.1*,96,41,92,6.3*
MDA-MB-468,86,14,110,90,102,3.2*
K-562,106,8.1*,85,1.4*,82,11
RPMI-8226,88,-35*,101,67,90,-0.4*
MOLT-4,110,15,77,45,90,9.8*
SR,106,-20*,95,4.3*,84,2.3*

19. COC(=O)Cc1cc(O)cc2oc(-c3ccc(OC)cc3)cc(=O)c12
20. O=C(/C(=C/c1ccc(F)cc1)c1ccccc1)c1ccccc1
21. CCNc1nc2c(cnn2C)c(=O)[nH]1
22. Fc1ccc(/C(=N\c2nnc(-c3ccc(Cl)cc3)s2)c2ccccc2)cc1
23. COc1ccc(/C=C/C(C)=N/OCC(=O)O)cc1
24. CC1CCC2CC(=O)NC(=O)CC12 (stereo not drawn)

Compound,19,20,21,22,23,24
MDA-MB-231,85,84,110,93,120,113
MDA-MB-435,91,97,106,95,114,103
MCF7,71,85,100,89,100,99
MDA-MB-468,110,90,97,97,96,103
K-562,.,72,98,95,100,110
RPMI-8226,84,80,100,85,102,95
MOLT-4,88,76,102,87,87,99
SR,82,66,92,82,93,97

25. COc1ccc2c(c1)CC[C@@H]1[C@@H]2CC[C@]2(C)[C@H](O)[C@H](O)C[C@@H]12
26. COc1ccc(C2C=C(c3ccc(Cl)cc3)N=C3SC=CN32)cc1 (stereo not drawn)
27. CCOC(=O)c1c(OC)ccc2ccccc12
28. COC(=O)Nc1nc2ccc(C(=O)c3cccs3)cc2[nH]1
29. COc1cc(-c2nn(-c3ccc(NC(=O)c4ccc(Cl)c(Cl)c4)cc3)cc2-c2ccncc2)ccc1Cl
30. Cc1c(C)c2c(c(C)c1OCC(=O)O)CC[C@@](C)(CCC[C@@H](C)CCC[C@@H](C)CCCC(C)C)O2

Compound,25,26,27,28,29,30
MDA-MB-231,102,112,112,24,55,-2.8*[50 µM]
MDA-MB-435,.,107,114,-48*,86,15[50 µM]
MCF7,129,96,102,15,61,16[50 µM]
MDA-MB-468,44,120,116,6.0*,78,0.3*[50 µM]
K-562,104,104,89,.,17,6.5*[50 µM]
RPMI-8226,102,95,100,29,4.1*,-39*[50 µM]
MOLT-4,104,104,84,-14*,29,-1.2*[50 µM]
SR,104,.,78,-4.9*,11,0.5*[50 µM]

31. CN(C)Cc1ccccc1O
32. C=C(C)[C@@H]1CC[C@]2(C(=O)O)CC[C@]3(C)[C@H](CC[C@@H]4[C@@]5(C)C[C@@H](Cc6cn([C@H]7C[C@H](n8cc(C)c(=O)[nH]c8=O)O[C@@H]7CO)nn6)[C@H](OC(=O)CC(C)(C)C(=O)O)C(C)(C)[C@@H]5CC[C@]43C)[C@@H]12
33. Cn1cc(-c2nc(-c3cn(C)c4ncccc34)cs2)c2ccccc21
34. COc1c(C(=O)Nc2ccccc2)cc(S(=O)(=O)N2CCCCC2)c(OC)c1OC
35. NC(=O)C[n+]1cccc2c3ccccc3ccc21
36. CCCC(=O)OCCOc1ccccc1

Compound,31,32,33,34,35,36
MDA-MB-231,93,96,49,98,104,101
MDA-MB-435,122,106,-19*,98,114,101
MCF7,93,97,16,99,96,102
MDA-MB-468,101,90,-21*,78,83,97
K-562,121,90,13,69,109,103
RPMI-8226,103,98,40,47,113,99
MOLT-4,110,98,32,.,110,111
SR,116,96,18,83,96,104

37. C=Cc1ccc(CC)cn1
38. N#Cc1cccc(COc2ccc(-c3cc(CN4CCN(Cc5ccc(C(F)(F)F)cc5)CC4)no3)cc2F)c1
39. Cc1cc(N2CCOCC2)nc(N2CCOCC2)c1C#N
40. O=C(/C=C/c1cn(-c2ccccc2)nc1-c1ccccc1)OCc1cn(-c2ccccc2[N+](=O)[O-])nn1
41. CC(C)(SC(c1ccccc1)(c1ccccc1)c1ccccc1)C(N)C(=O)O (stereo not drawn)
42. C[C@H](c1ccccc1)N1C(=S)N(C)[C@H]2NC(=S)N[C@H]21

Compound,37,38,39,40,41,42
MDA-MB-231,103,95,100,89,108,106
MDA-MB-435,123,70,103,101,99,105
MCF7,92,59,91,88,93,101
MDA-MB-468,139,13,94,107,118,104
K-562,62,34,97,61,110,105
RPMI-8226,70,51,98,76,93,108
MOLT-4,42,68,95,54,101,98
SR,99,51,87,87,115,111

43. Nc1ccc(-c2ccc(F)cc2)cc1NC(=O)N1CCC2(CCOC2)CC1
44. CCC(C)N1C(=O)c2ccccc2C1=O (stereo not drawn)
45. O=S(=O)(NCCCNc1cc(-c2cn(-c3ccccc3)nc2-c2cccc(O)c2)ccn1)c1ccc(Cl)cc1
46. C(=C\c1cc(-c2cc(/C=C/c3ccccc3)[nH]n2)n[nH]1)/c1ccccc1
47. CC1(N)CCC(C(C)(C)N)CC1 (stereo not drawn)
48. CCOC(=O)C#Cc1c(C(=O)OCC)nnn1Cc1ccc([N+](=O)[O-])cc1

Compound,43,44,45,46,47,48
MDA-MB-231,103,112,-17*,105,95,83
MDA-MB-435,86,105,16,99,102,75
MCF7,77,100,11,102,93,6.6*
MDA-MB-468,99,.,-16*,105,114,-20*
K-562,60,107,-8.4*,92,121,4.6*
RPMI-8226,60,92,8.7*,108,108,11
MOLT-4,70,95,4.5*,97,97,15
SR,81,87,4.4*,101,81,-11*

49. O=C1NC(=O)N(Cc2ccccc2)CC1Br (stereo not drawn)
50. O=c1nc2sc3cc(F)ccc3cc-2s1
51. COc1ccc(-c2cc(C#N)c(NNC(C)=O)[nH]2)cc1
52. Cn1c(=O)ccc2ccccc21
53. O=C(CCc1nnc(-c2ccc(O)cc2)o1)c1nc2ccccc2[nH]1
54. CCN(CC)CCCC(C)Nc1cnc(C(=O)Nc2ccc(Cl)c3cccnc23)cn1 (stereo not drawn)

Compound,49,50,51,52,53,54
MDA-MB-231,89,93,106,93,93,-30*
MDA-MB-435,63,98,107,128,105,-58*
MCF7,57,92,110,109,91,-2.1*
MDA-MB-468,104,97,.,120,123,-28*
K-562,37,.,47,89,101,-46*
RPMI-8226,.,106,123,102,97,2.2*
MOLT-4,58,105,46,107,95,2.9*
SR,20,101,.,.,.,1.4*

Whole records, looked up by structure. Order of screens: MDA-MB-231, MDA-MB-435, MCF7, MDA-MB-468, K-562, RPMI-8226, MOLT-4, SR
`CCCC(=O)OCCOc1ccccc1` is listed with 101, 101, 102, 97, 103, 99, 111, 104
`Cn1c(=O)ccc2ccccc21` is listed with 93, 128, 109, 120, 89, 102, 107, .
`Cc1c(C)c2c(c(C)c1OCC(=O)O)CC[C@@](C)(CCC[C@@H](C)CCC[C@@H](C)CCCC(C)C)O2` is listed with -2.8*[50 µM], 15[50 µM], 16[50 µM], 0.3*[50 µM], 6.5*[50 µM], -39*[50 µM], -1.2*[50 µM], 0.5*[50 µM]

The main list resumes, starting 4 compounds before the break.
51. COc1ccc(-c2cc(C#N)c(NNC(C)=O)[nH]2)cc1
52. Cn1c(=O)ccc2ccccc21
53. O=C(CCc1nnc(-c2ccc(O)cc2)o1)c1nc2ccccc2[nH]1
54. CCN(CC)CCCC(C)Nc1cnc(C(=O)Nc2ccc(Cl)c3cccnc23)cn1 (stereo not drawn)
55. CCN(CC)c1ccc(\C=N/N=C(N)/C(N)=N\N=C/c2ccc(N(CC)CC)cc2)cc1
56. CCC(=O)N1N=C(c2ccc(-n3ccc(C(F)(F)F)n3)cc2)CC1c1ccc[nH]1 (stereo not drawn)
57. c1ccc(Cc2ccccc2)cc1
58. COc1ccc(/C=N/NC(N)=S)c(OC)n1
59. CSc1nc(Nc2ccc(S(N)(=O)=O)cc2)c(C#N)c(-c2cccc([N+](=O)[O-])c2)n1
60. C[C@]12CC[C@@H]3c4ccc(O)c([N+](=O)[O-])c4CC[C@H]3[C@@H]1CCC2=O

Compound,51,52,53,54,55,56,57,58,59,60
MDA-MB-231,106,93,93,-30*,112,101,105,110,102,91
MDA-MB-435,107,128,105,-58*,101,97,112,101,99,95
MCF7,110,109,91,-2.1*,106,95,113,94,86,112
MDA-MB-468,.,120,123,-28*,.,97,93,86,102,71
K-562,47,89,101,-46*,99,86,119,90,77,97
RPMI-8226,123,102,97,2.2*,99,79,107,95,83,91
MOLT-4,46,107,95,2.9*,96,81,-26*,91,80,80
SR,.,.,.,1.4*,88,81,.,88,.,115

61. NS(=O)(=O)c1ccc(NC(=O)Nc2nc(-c3ccc(F)cc3)cs2)cc1
62. O=C(NCc1ccco1)C(=O)N/N=C/c1ccccc1O
63. COc1ccc(-c2nc(C(=O)Nc3cc(F)cc(F)c3)nn2-c2cccc3ccccc23)cc1OC
64. NS(=O)(=O)c1ccc(N=Nc2c(O)n(Cc3ccccc3)c3ccccc23)cc1
65. O=C1CCCCC=C1C[N+](=O)[O-]
66. c1ccc(Nc2c(-c3c[nH]c4ccccc34)nc3sc4ccccc4n23)cc1

Compound,61,62,63,64,65,66
MDA-MB-231,109,59,62,82,107,92
MDA-MB-435,97,89,90,95,93,107
MCF7,95,67,70,79,84,92
MDA-MB-468,79,95,94,73,.,97
K-562,81,82,81,105,28,102
RPMI-8226,87,74,67,62,61,103
MOLT-4,109,64,77,109,42,100
SR,100,46,78,101,2.6*,100

67. Cc1nc2c(c3nnc(-c4ccc(Cl)cc4)n13)CC(C)c1ccccc1N2C (stereo not drawn)
68. Cc1c2ccccc2nc(CSc2ccccc2N)[n+]1[O-]
69. CCOC(=O)c1c(NCc2ccccc2)sc2cc(O)ccc12
70. CC(=O)O[C@H]1C[C@@]2(C)[C@@H](CC(=O)[C@H]3[C@@]4(C)CC[C@H](NCc5ccccc5)[C@@H](C)[C@@H]4CC[C@@]32C)/C1=C(\CCC=C(C)C)C(=O)O
71. COc1cc(/C=N/Nc2c(F)c(F)c(F)c(F)c2F)cc(OC)c1OC
72. O=C(c1ccccc1)n1cc(-c2nc3ccccc3[nH]2)c2cccnc21

Compound,67,68,69,70,71,72
MDA-MB-231,.,83,78,97,99,108
MDA-MB-435,92,105,100,97,97,101
MCF7,62,80,95,98,82,84
MDA-MB-468,104,95,66,97,.,85
K-562,62,94,96,89,103,96
RPMI-8226,.,101,90,97,112,109
MOLT-4,67,101,72,91,.,102
SR,56,96,73,93,104,92

73. COC(=O)c1c(C)cccc1C(=O)c1c(C)cc(C)cc1C
74. COc1ccc(Cc2nn(CC(=O)N/N=C/c3ccc(F)cc3)c(=O)c3c(C)noc23)cc1
75. C#Cc1cccc(NC(=O)c2ccccc2N=C=S)c1
76. COC(=O)NC1(C(=O)O)CCCC1
77. CC1(C)CC[C@]2(COCCC#N)CC[C@]3(C)C(=CC[C@@H]4[C@@]5(C)Cc6c([nH]c7ccccc67)C(C)(C)[C@@H]5CC[C@]43C)[C@@H]2C1

Compound,73,74,75,76,77
MDA-MB-231,92,31,91[8.25 µM],107,106
MDA-MB-435,103,48,99[8.25 µM],109,95
MCF7,98,57,110[8.25 µM],101,90
MDA-MB-468,77,63,104[8.25 µM],105,110
K-562,86,70,.,100,89
RPMI-8226,86,65,105[8.25 µM],.,116
MOLT-4,82,93,.,118,86
SR,86,53,.,124,99
